Assay outcomes from PubChem BioAssay.
TTR transcr act – activators of transthyretin transcription | AID 1117267 | SH-SY5Y TTR promoter Gaussia luciferase, luminescence; 100% = recombinant luciferase protein wells | actives 1.3% (n = 92,000) | activation, % at 16.7 µM;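 active = activation above the mean of all tested compounds plus 3 SD, cut at about 9.5% in these data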;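 note: cells exposed to compounds for one day before reading; 0% = median of all test compound wells on the plate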
Numbers without * were called inactive. Some of the compounds tested; count on the stated rates, not on these rows.

canonical_smiles | TTR transcr act
CC(=O)Nc1ccc(S(=O)(=O)N(C)CC(=O)N2CCN(C(=O)c3ccco3)CC2)cc1 | 0.4
C[C@H]1NC(=O)[C@@]2(C)[C@@H](c3ccccc3)[C@H]3COc4ccccc4[C@H]3N2C1=O | -0.3
OC(CNCCc1ccc(Cl)cc1Cl)COc1ccccc1 (configuration not stated) | -0.4
Cc1ccc(C(=O)NCCCN2CCOCC2)c(C)c1 | -0.5
O=c1c2cccc(Cl)c2nc2n1Cc1ccccc1-2 | 0.9
COc1cc(C(=O)OCC(=O)c2c[nH]c3ccccc23)ccc1OCC(=O)N1CCOCC1 | 3.2
O=C(COC(=O)c1cc(-c2cccc3ccccc23)nc2ccccc12)NC1CCS(=O)(=O)C1 (configuration not stated) | 1.8
O=C(COC(=O)/C=C/c1cnc2ccccc2n1)NCC(F)(F)F | -1.7
Cc1cccc2sc(N(CCCN(C)C)C(=O)COc3ccc(Cl)cc3)nc12 | -3.4
CCc1cccc(CC)c1NC(=O)c1cccc(NC(=O)c2ccccc2)c1 | 0.0

(next part)
canonical_smiles | TTR transcr act
CN(C)CCNC(=O)C(=O)NCC(c1ccc2c(c1)OCO2)N1CCN(c2ccc(F)cc2)CC1 (configuration not stated) | 7.0
CCOC(=O)CCC(NC(=O)CCCCC(=O)NC(CCC(=O)OCC)C(=O)OCC)C(=O)OCC (configuration not stated) | 4.3
Nc1nc(N)nc(-c2cc(C(F)(F)F)ccc2Cl)n1 | -2.8
OC(CNCc1cccnc1)COc1ccc2ccccc2c1 (configuration not stated) | 0.6
CC(C)C[C@@]12C(=O)N(c3cccc(F)c3)C(=O)N1[C@H](c1ccc(F)cc1)[C@@H]1C(=O)N(C3CCCCC3)C(=O)[C@@H]12 | -3.5
O=S(N1CCc2ccccc21)C12CC3CC(CC(C3)C1)C2 (configuration not stated) | -0.9
O=S(=O)(c1ccc2c(c1)OCCO2)N1CCC(c2nc3ccc(Cl)cc3[nH]2)CC1 | -1.6
COc1ccc(OC)c(Nc2cc(C)c3ccccc3n2)c1 | 1.4
CCCc1cc(-n2ccnc2C)n2c(nc3ccccc32)c1C#N | 3.9
Cc1cccc(C)c1OCc1cc(C(=O)N(C)CCc2ccccn2)no1 | 0.9

New compounds follow
canonical_smiles | TTR transcr act
O=Cc1c(NCc2cccc(F)c2)c2ccccc2[nH]c1=O | -0.7
Cc1ccc(N(C(=O)CNC(=O)c2ccco2)C(C(=O)NC2CCCCC2)c2ccncc2)c(C)c1 (configuration not stated) | -0.9
NC(=O)C[n+]1cccc2ccccc21 | -0.9
Cc1ccc2cc(CN(C(=O)c3cccnc3)C(C)C)c(=O)[nH]c2c1 | -0.9
COc1cc(NC(=O)NC2Cc3ccccc3C2)cc(OC)c1 | -2.0
CC1(C)C(=O)OC(c2cccn2-c2ccc([N+](=O)[O-])cc2)C2(CCCCC2)C1=O (configuration not stated) | -1.0
CC12C(=O)N(c3nccs3)C(=O)C1C1C=CC2C1 (configuration not stated) | 1.5
CCCCC(CC)c1nnc(NC(=O)c2cccs2)s1 (configuration not stated) | -0.1
O=S(=O)(c1ccc(NC(=S)Nc2ccccc2)cc1)N1CCOCC1 | -1.3
O=C1CN(C(=O)C2CCCCC2)C=CN1CCc1ccccc1Br | -0.4

More structures
canonical_smiles | TTR transcr act
O=C(CCSc1nc2ccccc2s1)N/N=C/c1c(O)ccc2ccccc12 | 3.5
O=c1cc(CO)oc(C(Nc2ccccn2)c2ccc(F)cc2)c1O (configuration not stated) | -1.1
CC(C)(Cc1cccc(CC(C)(C)C(=O)O)c1)C(=O)O | 2.0
CC(Oc1ccc2c3c(c(=O)oc2c1)CCC3)C(=O)NC1CCN(Cc2ccccc2)CC1 (configuration not stated) | 3.2
CCOC(=O)c1ccc(NC(=O)CCC(=O)OC)cc1 | 1.5
CCc1sc(C(=O)N2CCN(c3ncccn3)CC2)cc1Br | -0.8
CCOC(=O)c1ccc(N2CN(CCc3ccccc3)CNC2=S)cc1 | -0.5
CC(=O)Nc1cccc(OCCCNS(=O)(=O)c2ccc(C#N)cc2)c1 | 0.2
COc1ccc(NC(=O)CN(c2ccc([N+](=O)[O-])cc2)S(=O)(=O)c2ccccc2)cc1 | -0.8
CCOC(=O)c1c(C)[nH]c(C(=O)OCC(=O)Nc2cc(Cl)ccc2OC)c1C | -2.7

Further results
canonical_smiles | TTR transcr act
O=C(CSC1=Nc2ccccc2C2CC=NN12)Nc1ccc(F)c(F)c1F (configuration not stated) | -1.8
O=C(Nc1ccc(C(=O)N2CCN(c3ccc(F)cc3)CC2)cc1)C1=CSCCO1 | -0.1
O=C(Cc1ccc(Cl)cc1)NNC(=O)C(=O)NC1CCCCC1 | -0.3
COc1ccccc1-c1nn(-c2ccccc2)cc1C(=O)NC1CC1 | 0.0
Cc1cccc(OCc2nc3ccccc3c(=O)n2N)c1 | 3.4
COc1cc(F)ccc1Oc1cccc2c1S(=O)(=O)N([C@H](C)c1ccccc1)C[C@@H](COCc1ccccc1)O2 | 2.1
CC(c1ccccc1)N1C(=O)c2cccnc2C1=O (configuration not stated) | 1.0
O=C(CSc1ccc(-c2ccccn2)nn1)c1ccc(F)cc1 | -0.7
COc1cc(/C=C(/C#N)C(=O)NCCc2c[nH]c3ccccc23)ccc1OCc1ccccc1F | 2.1
O=C(NNC(=O)C1CC1c1ccccc1)c1cccc([N+](=O)[O-])c1 (configuration not stated) | -0.5

Next section.
canonical_smiles | TTR transcr act
O=C(c1c(F)cccc1F)N1CCCC(c2nc(-c3ccc(F)cc3)no2)C1 (configuration not stated) | 1.2
CCOc1cc(/C=C2\SC(=S)N(Nc3ccccc3)C2=O)ccc1O | -3.0
COc1ccc(-c2csc(C(O)c3ccc(OC)cc3)n2)cc1 (configuration not stated) | -3.2
Cc1ccc(C(=O)Nc2sc(C(=O)N(C)C)c(C)c2C#N)cc1 | -0.2
COc1ccc(/C(C)=N/Nc2nc(C)cc(-c3ccccc3)n2)cc1 | -1.6
COC(=O)c1sc(NC(=O)c2cc3c(s2)CCCC3)nc1C | 0.8
COc1ccccc1CNC(=O)CN1C(=O)NC2(CCC(C)CC2)C1=O (configuration not stated) | 1.8
CN(Cc1ccon1)Cc1cn(Cc2ccccc2)nc1-c1ccc2c(c1)OCO2 | 0.4
CCOC(=O)c1c(C)[nH]c(C(=O)COC(=O)C2(C)CC2(Cl)Cl)c1C (configuration not stated) | -3.0
N#C/C(=C/c1ccc(C(=O)O)cc1)C(=O)Nc1ccccc1 | -1.1

Further entries
canonical_smiles | TTR transcr act
CCCN(C(=O)Cc1nc(N)n[nH]1)C1(C(=O)Nc2c(C)cccc2C)CCCCC1 | 0.6
COc1ccc(NC(=O)C2C3CC/C=C\CCC32)cc1 (configuration not stated) | -2.4
CCOC(=O)[C@@H]1[C@H]2COc3ccccc3[C@H]2N2C(=O)N(c3ccc(Br)cc3)C(=O)[C@]12C | -0.6
CCc1ccc(NC2Nc3cc(C)nn3S2)cc1 (configuration not stated) | -3.6
COc1ccc(C2=[N+]([O-])C(C)(C)N(O)C2(C)C)cc1 | 2.0
CC1(C)CC(=O)C=C(c2ccc(I)cc2)C1 | 1.7
CC(=O)NC1=C(N(C)C2CCS(=O)(=O)C2)C(=O)c2ccccc2C1=O (configuration not stated) | -2.8
Cc1ccc(C(=O)NCC(=O)N2CCCN(C)CC2)cc1C | 0.9
COc1ccc(N2CC(C(=O)N3CCN(C)CC3)CC2=O)cc1 (configuration not stated) | 3.2
COc1ccc2oc(=O)cc(-c3cc4ccccc4o3)c2c1 | 0.6

Remaining list, next part
canonical_smiles | TTR transcr act
O=C(Nc1nc(-c2ccccn2)cs1)c1ccco1 | -0.7
CC(=O)c1cccc(NC(=O)C2CCN(S(=O)(=O)c3ccc(F)cc3)CC2)c1 | 0.1
S=c1[nH]nc(-c2ccco2)n1-c1ccc(Br)cc1 | -0.2
CCC1(c2cccc(Cl)c2)NC(=O)N(Cc2cc(C(=O)OC)c(C)o2)C1=O (configuration not stated) | -1.1
CCC(Sc1nc(C)cc(=O)[nH]1)C(=O)Nc1nnc(C)s1 (configuration not stated) | -0.4
COc1ccc(C(=O)Nc2ccc(O)c3ccccc23)cc1 | -2.8
Oc1ccc(CNc2ccccc2F)c2cccnc12 | -0.7
CCNC(=O)CN1c2cccc3cccc(c23)S1(=O)=O | 0.0
COc1ccc(S(=O)(=O)NC2CCN(C#N)CC2)cc1 | 3.9
O=[N+]([O-])c1cc(C=NN2CCCCCC2)ccc1Cl | 1.0

The results go on:
canonical_smiles | TTR transcr act
O=C1CSc2ccccc2N1 | -2.3
O=C(COC(=O)c1cc([N+](=O)[O-])ccc1NCCO)Nc1cccnc1Cl | -1.8
O=C(c1ccc(F)cc1)C1CCN(C(=O)c2ccccc2)CC1 | 0.0
Cc1ccc(-n2[nH]c(C)c(C=Nc3ccc(S(=O)(=O)Nc4nccs4)cc3)c2=O)cc1C | 0.1
CC(C)N(C(=O)CSc1ncnc2sc(-c3ccccc3)cc12)C(C)C | -1.7
Cn1c2c(c(=O)n(C)c1=O)CN(Cc1ccc3c(c1)OCO3)CN2 | 6.2
NC(=O)c1ncc(C(F)(F)F)cc1Oc1cccc(C(F)(F)F)c1 | 4.3
CN(C(=O)CN1C(=O)/C(=C/c2ccccc2Cl)SC1=S)C1CCS(=O)(=O)C1 (configuration not stated) | 3.6
CC1(C(=O)NS(=O)(=O)c2cccc(C#N)c2)CCN1C(=O)c1ccco1 (configuration not stated) | 1.4
C=CCNC(=O)/C(C#N)=C/c1ccc2c(c1)OCCO2 | -1.2

Single values from the results shown:
Under TTR transcr act, O=C1CSc2ccccc2N1 shows -2.3
Under TTR transcr act, CC1(C(=O)NS(=O)(=O)c2cccc(C#N)c2)CCN1C(=O)c1ccco1 (configuration not stated) shows 1.4
Under TTR transcr act, C=CCNC(=O)/C(C#N)=C/c1ccc2c(c1)OCCO2 shows -1.2
Under TTR transcr act, NC(=O)c1ncc(C(F)(F)F)cc1Oc1cccc(C(F)(F)F)c1 shows 4.3
Under TTR transcr act, O=C(COC(=O)c1cc([N+](=O)[O-])ccc1NCCO)Nc1cccnc1Cl shows -1.8

Following part.
canonical_smiles | TTR transcr act
Cc1cc(C)c(S(=O)(=O)N2CCOCC2)c(C)c1N(C)S(=O)(=O)c1ccccc1 | 5.8
CCOC(=O)NC(Nc1sc2c(c1C(N)=O)CCCC2)(C(=O)OCC)C(F)(F)F (configuration not stated) | -1.8
Cc1cc(-c2n[nH]c(=S)n2Cc2ccccc2)cs1 | 3.9
CC(C)Oc1cccc(NC(=O)C2(C)CCCN(C)C2)c1 (configuration not stated) | 3.8
O=C1c2ccccc2S(=O)(=O)c2cc(C(=O)N(c3ccccn3)c3ccccn3)ccc21 | -0.6
CCOC(=O)CC(=O)CSc1nc2ccc(C)cc2cc1C#N | 1.7
O=S(=O)(c1ccc(Cl)cc1)c1cc(O)ccc1O | -4.5
Nc1nc(Sc2c([N+](=O)[O-])cc(C(F)(F)F)cc2[N+](=O)[O-])n[nH]1 | 6.5
NC(=O)NC(c1ccccc1)c1ccccc1F (configuration not stated) | -1.9
COC(=O)c1oc2nc(C)cc(C)c2c1N | -1.5

Arranged by the number under TTR transcr act (smallest number first): four from the list above
canonical_smiles | TTR transcr act
NC(=O)NC(c1ccccc1)c1ccccc1F (configuration not stated) | -1.9
CCOC(=O)CC(=O)CSc1nc2ccc(C)cc2cc1C#N | 1.7
Cc1cc(-c2n[nH]c(=S)n2Cc2ccccc2)cs1 | 3.9
Cc1cc(C)c(S(=O)(=O)N2CCOCC2)c(C)c1N(C)S(=O)(=O)c1ccccc1 | 5.8

(listing goes on)
canonical_smiles | TTR transcr act
Cc1[nH][nH]c(=O)c1C=NCc1cccc(C(F)(F)F)c1 | 0.1
COc1ccc(/C=N/Nc2ncnc(Cl)c2N)cc1OC | -1.1
CCc1ccccc1NC(=O)CC1CS(=O)(=O)CC1CC(=O)Nc1ccccc1CC (configuration not stated) | 6.1
CC(C)Cn1c(N)c(C(=O)COC(=O)CCc2nc3ccccc3s2)c(=O)n(C)c1=O | -5.0
C[C@H]1[C@@H](OC(=O)Nc2cccc(C(F)(F)F)c2)CC[C@@]23CCCN2C(=O)CCC[C@@H]13 | -0.7
CC(C)(C)NC(=O)c1oc2ccccc2c1COc1ccccc1 | 1.6
COc1ccc(NCC(=O)N/N=C/C2CCCCC2)cc1 | 1.9
CCN(CC)S(=O)(=O)c1cc(OC)c(C)cc1C | 1.0
O=C(c1cccc(S(=O)(=O)N2CCOCC2)c1)N1CCN(c2ccc(F)cc2)CC1 | -0.8
COc1ccccc1-c1cccc([C@@H]2C[C@H]3[C@H](CON3C)CN2C)c1 | 5.7

Further structures.
canonical_smiles | TTR transcr act
CCn1c(=O)n2n(c1=O)[C@@]1(C=C3CCCC[C@H]32)N=C(NC(=O)c2ccccc2)N(Cc2ccccc2)[C@H]1Cc1ccccc1 | -2.0
COc1ccc(-c2cc3nc(C)c(CCC(=O)N4CCN(c5ccccn5)CC4)c(C)n3n2)c(OC)c1 | -0.5
Cc1n(CC(O)COC2CCCCC2)c2ccccc2[n+]1C (configuration not stated) | 3.8
CCC(Sc1nc2ccncc2[nH]1)C(=O)Nc1ccc(C)c(Cl)c1 (configuration not stated) | 0.6
C[C@H]1C2CC(OC(=O)Nc3ccc4c(c3)OCO4)C(C2)[C@H]2CCCCN21 (some centres not stated) | 0.3
COc1cccc(/C=C/C(=O)OCC(=O)Nc2ccc(Cl)c(S(=O)(=O)N(C)C)c2)c1OC | 0.6
Cc1cccc(Nc2ncnc3c2cnn3C)c1 | -0.6
Cc1ccc(S(=O)(=O)c2c(C)cc(C)nc2N2CCCC2)cc1 | -0.1
CCNC(=O)C1(C)CCCN(C(=O)CCc2cccs2)C1 (configuration not stated) | -1.2
Cc1cc(C(F)(F)F)cc(NNC(=O)NC(=O)c2c(F)cccc2Cl)n1 | 2.2
COc1c(Br)cc(Br)cc1/C=N/NC(=O)c1cccnc1 | 0.6

Quoted at random: 2 records from the list
canonical_smiles | TTR transcr act
Cc1cccc(Nc2ncnc3c2cnn3C)c1 | -0.6
Cc1cc(C(F)(F)F)cc(NNC(=O)NC(=O)c2c(F)cccc2Cl)n1 | 2.2
